TCR CD3 inh – inhibitors of human TCR-CD3 interaction, primary screen, biochemical, fluorescence, TAMRA-labeled TCR probe; inhibition, % at 9.4 µM; 0.37% of 360,000 active; in the data active means inhibition above about 19%;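 further: recombinant mutant TCR 2C K166C tagged with TAMRA read by polarization; 0% = receptor in buffer alone and 100% = receptor with positive control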
LEDGF integ inh – blockers of LEDGF/p75-dependent integrase strand transfer – biochemical, TR-FRET, high throughput, primary screen; inhibition, % at 3.7 µM; HIV-1 integrase (with human LEDGF/p75); 0.64% of 370,000 active; TR-FRET IN-LEDGF/p75 DNA integration, Eu/Cy5;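 active means inhibition above the screen-wide mean plus 3 SD, cut at about 13% in these data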;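 further: signal is the Cy5 over europium emission ratio at 671 and 618 nm; 0% = plate median of compound wells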
SIAE inh – human SIAE inhibitors, primary screen, biochemical, fluorescence polarization, FP-Rh probe, 1536-well HTS. Sialate O-acetylesterase (Homo sapiens), Q9HAT2. SIAE FP-Rh probe binding. inhibition, % at 9.66 µM. 0.69% of 370,000 active. AID 1053197, 2014;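 active means inhibition above a cutoff: mean of compounds within the control limits plus 3 SD of those, cut at about 17% in these data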;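 further: 0% = plate median of compound wells and 100% = probe without SIAE protein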
rCAG binder – binders of r(CAG) RNA repeats, primary screen, biochemical, fluorescence; r(CAG) RNA repeat, TO-PRO-1 dye displacement fluorescence; inhibition, % at 3 µM; 1.3% of 370,000 active; AID 651821, 2012;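 active means inhibition above the plate cutoff, the mean of all test compounds on that plate plus 3 SD, cut at about 35% in these data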;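 further: 0% = DMSO alone and 100% = 100 µM mitoxantrone as full dye displacement; higher means more dye released from RNA so lower well fluorescence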
PRMT1 FP inh – PRMT1 methyltransferase inhibitors, primary screen, biochemical, fluorescence polarization; Protein arginine N-methyltransferase 1 (Homo sapiens), Q99873; recombinant PRMT1, activity-based probe fluorescence polarization; inhibition, % at 2.79 µM; 1.3% of 370,000 active; AID 652257, 2013;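 active means inhibition above about 21% made by adding two undisclosed values, limit read from the data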
HTRA1 inhibitor – HTRA1 serine protease inhibitors, primary screen, biochemical, fluorescence polarization, HTS. Q92743. recombinant HTRA1, FP-rhodamine activity-based probe. inhibition, % at 5.96 µM. 0.5% of 340,000 active. AID 504803, 2011; in the data active means inhibition above about 36%;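 further: 0% = enzyme with DMSO and 100% = wells lacking enzyme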
PG9 binder – binders of HIV-1 gp120 antibody PG9, primary screen, biochemical, TR-FRET | HIV-1 gp120 / PG9 antibody interaction | inhibition, % at 6.7 µM | TR-FRET gp120-PG9 antibody binding | AID 624416, 2012 | 0.43% of 360,000 active; in the data active means inhibition above about 8.5%
NR1D1 modulator – modulators of Rev-erb alpha DNA binding, primary screen, biochemical, FITC-DNA, fluorescence polarization, uHTS. Rev-erbα–FITC-DNA binding, 90 min. activity, % at 10 µM. 0.79% of 370,000 active. AID 1259318, 2017;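 active means activity above about 14%, limit read from the data; passing the limit was not always enough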;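 further: 0% = DMSO wells with 35 nM protein and 100% = DMSO wells with 750 nM protein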
Target sequence (P20393 whole entry, looked up): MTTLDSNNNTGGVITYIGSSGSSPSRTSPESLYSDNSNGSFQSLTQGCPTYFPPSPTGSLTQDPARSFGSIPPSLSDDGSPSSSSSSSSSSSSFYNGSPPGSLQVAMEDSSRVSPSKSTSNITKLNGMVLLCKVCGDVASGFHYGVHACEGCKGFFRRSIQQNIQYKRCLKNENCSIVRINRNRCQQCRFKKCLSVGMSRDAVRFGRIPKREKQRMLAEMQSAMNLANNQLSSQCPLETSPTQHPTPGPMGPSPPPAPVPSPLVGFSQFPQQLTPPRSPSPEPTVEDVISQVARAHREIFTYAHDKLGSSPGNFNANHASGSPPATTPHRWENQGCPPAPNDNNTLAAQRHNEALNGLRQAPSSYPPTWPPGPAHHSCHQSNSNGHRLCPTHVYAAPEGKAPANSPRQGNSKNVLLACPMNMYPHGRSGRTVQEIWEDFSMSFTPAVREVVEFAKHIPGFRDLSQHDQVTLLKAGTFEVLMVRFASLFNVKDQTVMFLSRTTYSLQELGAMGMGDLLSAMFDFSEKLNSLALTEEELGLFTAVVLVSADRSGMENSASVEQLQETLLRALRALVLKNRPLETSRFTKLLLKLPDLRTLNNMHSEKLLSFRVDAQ
ABHD4 inh – ABHD4 inhibitors, primary screen, biochemical, fluorescence polarization, mouse; 0.54% of 370,000 active; (Lyso)-N-acylphosphatidylethanolamine lipase (Mus musculus), Q8VD66; purified mABHD4, FP-Rh probe fluorescence polarization; inhibition, % at 8.92 µM;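 active means inhibition exceeding the mean over every tested compound plus 3 SD, cut at about 30% in these data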;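 further: 0% = plate median of compound wells and 100% = S159A mutant with DMSO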
Target sequence (Q8VD66 whole entry, looked up): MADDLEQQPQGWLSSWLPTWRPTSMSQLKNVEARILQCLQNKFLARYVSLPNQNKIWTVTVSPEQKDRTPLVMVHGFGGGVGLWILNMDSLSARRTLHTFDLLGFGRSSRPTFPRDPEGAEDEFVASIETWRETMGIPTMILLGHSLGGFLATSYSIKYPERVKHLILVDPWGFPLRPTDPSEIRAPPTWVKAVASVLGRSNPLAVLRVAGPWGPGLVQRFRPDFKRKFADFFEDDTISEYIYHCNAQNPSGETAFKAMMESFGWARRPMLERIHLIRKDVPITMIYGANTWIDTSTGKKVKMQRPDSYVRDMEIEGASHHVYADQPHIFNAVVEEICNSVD
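Test system: mouse ABHD4 enzyme, wild type. Reagent: FP-Rh fluorescent activity-based probe, added after compound pre-incubation. Timing: pre-incubation 45 min, probe exposure 60 min, at 25 °C. Technique: FP readout, ex 525 nm / em 598 nm. Benchmarks: high control S159A mutant with DMSO, low control median of compound wells.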
TDP2 absorb – human TDP2 enzyme inhibitors, primary screen, biochemical, epi absorbance, recombinant enzyme. Tyrosyl-DNA phosphodiesterase 2 (Homo sapiens), O95551. T5PNP hydrolysis, p-nitrophenol absorbance 415 nm. inhibition, % at 12.8 µM. 0.34% of 370,000 active. AID 720702, 2013;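 active means inhibition above the mean of all tested compounds plus 3 SD, set per campaign, cut at about 25% in these data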;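 further: 0% = DMSO with enzyme and 100% = buffer with substrate but no TDP2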
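Test system: Human TDP2 enzyme | Reagent: 5 mM T5PNP | Compound dosing: 12.8 µM single point, 1% DMSO | Incubation: Enzyme reaction with compound for 2 h at 37 °C | Technique: p-Nitrophenol epi absorbance | Read-out: % inhibition relative to enzyme-containing and enzyme-free wells | Benchmarks: High control without enzyme, low control DMSO plus TDP2 | Replicates: Singlicate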
Numbers without * were called inactive; . = no result given.

SMILES	TCR CD3 inh	LEDGF integ inh	SIAE inh	rCAG binder	PRMT1 FP inh	HTRA1 inhibitor	PG9 binder	NR1D1 modulator	ABHD4 inh	TDP2 absorb
N#Cc1cc2cc(Cl)ccc2[nH]c1=O	-10	2	0	1	-5	.	3.8	6	-4	-14
CCn1cc(C(=O)OCC(=O)Nc2ccccc2OC(F)F)c(=O)c2ccc(C)nc21	3	-2	0	5	1	3	0.8	20	1	-7
CCN(C(=O)Cn1c(=O)n2nc(CCn3nc(C)cc3C)nc2c2ccccc21)c1cccc(C)c1	0	-3	-5	-4	3	-2	0.9	5	-6	2
CC1CCN(C(=O)c2ncn3c2C(=O)N[C@@H](C)C3)CC1	3	0	3	2	0	.	-0.9	-2	3	-3
COC(=O)[C@@H]1C[C@@]2(O)[C@H](O)[C@H](O)[C@H](O)C[C@H]2N1Cc1ccc(C(F)(F)F)cc1	9	1	-5	-3	0	-3	-0.2	-4	-7	-8
CCN1CCN(C(=S)NCCOC)CC1	7	0	3	-1	-2	2	-0.3	5	7	-9
C=CCn1c(COc2ccc(CC)cc2)nnc1SC/C(O)=C(\C#N)c1nc2ccccc2[nH]1	2	1	-5	22	0	9	0.0	-7	11	11
CCCCC(=O)Nc1cc(Cl)ccc1C(=O)O	3	4	-1	-2	-1	0	-0.6	-2	-1	-4
CCOC(=O)CC1(C)OCC(C[N+]2(C)CCCCC2)O1 (configuration not stated)	1	5	7	-3	-4	3	0.0	-5	-2	-7
C=CCNC(=S)NNC(=O)CCC(O)CCCCC (configuration not stated)	-3	-9	0	0	1	6	-0.5	0	0	-2
NC(=NCc1ccccc1)NC(=O)OCc1ccccc1	.	1	0	1	0	.	.	-3	-2	5
COc1ccc(/C=N/NC(=O)Cc2cc(OC)c(OC)cc2[N+](=O)[O-])cc1	1	-5	12	3	-2	-1	-1.6	7	-2	-4
O=C(NCc1ccc(F)cc1)c1ccc(NC(=O)C2CCCO2)cc1 (configuration not stated)	-2	-1	1	-2	-4	0	-1.6	-5	4	23
COc1ccc(C=NCC2COc3ccccc3O2)cc1OC (configuration not stated)	1	1	3	2	2	-3	-1.9	-4	-6	6
N#C/C(=C(/O)COC(=O)c1cccnc1Cl)c1nc2ccccc2[nH]1	-7	-3	8	5	1	11	3.0	-4	4	-6
COc1ccc(O[C@H]2C=C[C@@H](c3ccccc3)O[C@@H]2CO/N=C(\C)CCN2CCCCc3nc(C)c(C)cc32)cc1	5	3	6	7	1	.	-0.4	0	5	3
O=C(/C=C1\SC(=O)N(CC(=O)Nc2ccc(F)cc2)C1=O)Nc1ccc(Cl)cc1	7	1	0	3	-2	1	-1.6	6	-2	7
CNNC(=S)Nc1cccc(C(F)(F)F)c1	0	8	-3	1	-2	.	-1.3	1	-8	-4
O=C(Nc1ccc(O)cc1)C1CCCO1 (configuration not stated)	2	-1	-5	1	-3	-4	1.4	0	7	-5
Cc1ccc(F)c(S(=O)(=O)NC(=O)C2(C)CCN2C(=O)c2ccco2)c1 (configuration not stated)	6	3	3	2	-1	.	1.7	-5	2	5
NS(=O)(=O)c1ccc(CCNC(=O)CN2C(=O)COc3ccc(S(=O)(=O)N4CCCC4)cc32)cc1	-1	3	-5	1	7	6	-2.0	1	-6	-15
Cc1ccc(S(=O)(=O)Cn2nnnc2C(C(C)C)N2CCC(C(N)=O)CC2)cc1 (configuration not stated)	1	-3	4	0	9	0	1.5	-3	-7	-5
O=C1CS(=O)(=O)N(Cc2cccc(F)c2)c2ccc(Br)cc21	-8	-1	-23	52*	3	-136	-0.6	-2	-63	5
CCn1cc(C(=O)N[C@@H](CCSC)C(=O)NCCCn2ccnc2)c(=O)c2cc3c(cc21)OCO3	9	2	4	-2	-2	3	-1.5	0	11	0
Cc1cc(C)n(CCNC(=O)c2cc(COc3ccc(F)cc3Cl)on2)n1	-3	-2	-7	-8	3	-1	-1.6	2	1	-3
Cc1ccc(-c2nn[nH]n2)cc1	6	1	4	0	-2	7	-1.8	5	3	-1
c1ccc(-c2csc(N3CCSCC3)n2)cc1	-1	7	-2	1	-1	4	-2.2	-6	-6	4
CCOCCCn1c(=NC(C)=O)c(C#N)cc2c(=O)n3cccc(C)c3nc21	2	0	0	-2	0	.	-1.0	-6	0	5
O=C(CN(Cc1ccco1)C(=O)CNS(=O)(=O)c1ccc(Cl)cc1)NC1CCCCC1	2	1	-9	-3	0	-4	-0.2	3	6	0
Cc1sc2nc(CSCC(=O)Nc3ccc(Cl)cc3F)[nH]c(=O)c2c1C	-4	0	-4	-2	-3	-5	-0.5	-2	1	-3
O=C(NCCc1ccccc1)C(=O)NCC1OCCCN1S(=O)(=O)c1cccs1 (configuration not stated)	-5	-1	2	0	4	-3	-0.8	-4	1	0
Cc1ccccc1NC(=O)Nc1nc(C(N)Cc2ccccc2)cs1 (configuration not stated)	-4	6	-1	18	1	.	-0.8	-1	5	-7
COc1ccc(N2C3=C(C(=O)CC(C)(C)C3)C(c3cnn(C)c3)C3=C2CC(C)(C)CC3=O)cc1	-2	2	6	-3	0	1	-1.3	0	1	6
CCOc1ccc(NC(=O)CN2CCN(CC(=O)Nc3ccccc3OC)CC2)cc1	2	-3	5	-6	-7	-6	-1.4	1	1	-16
Cc1noc(C)c1CSc1nnc2scc(-c3ccccc3)n12	-7	2	7	-5	1	-1	2.6	13	3	1
CC(C)Cn1cnc2c(SCc3ccccc3F)nc(N)nc21	1	5	2	-2	-9	-5	1.0	-1	-6	0
COc1ccc(CCNC(=O)C(=O)NCC2OCCN2S(=O)(=O)c2ccc(OC)c(OC)c2)cc1OC (configuration not stated)	8	-2	-6	6	-1	-5	0.0	-9	-5	-2
CC(=O)N1CCN(c2ccc(NC(=S)NC(=O)/C=C/c3ccccc3)cc2)CC1	3	1	2	0	-4	.	-2.5	-3	11	7
Cc1ccc(F)cc1NC(=O)N1CCN(c2ccnc3cc(Cl)ccc23)CC1	-1	1	2	2	0	-9	2.0	-4	-13	-3
O=C(COC(=O)c1ccc2c(=O)n3c(nc2c1)CCC3)Nc1ccccc1F	-3	-2	3	0	-1	8	-0.5	-1	1	-8
CC12CN(C(=O)c3ccc(Cl)cc3)C3(C#N)CC1CCC23C (configuration not stated)	-9	-7	-6	-2	7	3	1.0	3	-9	-8
O=C1/C(=C/c2ccsc2)N2CCC1CC2	4	-1	-2	0	4	9	0.4	0	4	12
O=C(C1=C(O)C(=O)N(CCCN2CCOCC2)C1c1ccc(Cl)cc1)c1cc2ccccc2o1 (configuration not stated)	5	5	1	16	1	.	20*	0	5	-6
CC(=O)Nc1nnc(-c2ccccn2)o1	0	-1	-7	0	-5	8	-1.0	-2	3	-6
COc1ccc(Cl)cc1NC(=O)CN(C)C(=O)Cn1cnnn1	-1	0	5	3	-6	1	0.8	-3	9	3
CCCOC(=O)/C(=C\c1ccc([N+](=O)[O-])o1)NC(=O)c1ccccc1	2	-2	-4	0	0	-3	-4.0	0	0	-12
O=[N+]([O-])c1cccc(-c2nnc3c4ccccc4c4ccccc4n23)c1	0	1	5	-1	-4	-2	-1.8	-7	0	7
CCOC(=O)c1ccc2c(c1)NC(=O)C(N1CCN(c3ccc(OC)cc3)CC1)S2 (configuration not stated)	-5	4	5	4	3	3	-0.3	-1	-2	2
N#CCN1CCN(CC(=O)Nc2cccc3ccccc23)CC1	-3	-1	-2	2	-2	-2	1.5	1	-1	-4
Cc1nn(CC(=O)Nc2ccc3c(c2)oc2ccccc23)c(=O)c2ccccc12	7	-2	-26	8	-4	-14	3.0	2	-6	1

Next part
SMILES	TCR CD3 inh	LEDGF integ inh	SIAE inh	rCAG binder	PRMT1 FP inh	HTRA1 inhibitor	PG9 binder	NR1D1 modulator	ABHD4 inh	TDP2 absorb
CCOc1cccc(NC(=O)CSc2nc(C)c3c(c2C#N)CCCC3)c1	-1	-1	-5	7	-2	3	12*	19	-4	-6
Cn1c(=O)[nH]c(=O)c2c1nc(N1CCN(CCO)CC1)n2CCSc1nc2ccccc2s1	-8	-2	-4	1	6	-2	-0.4	-2	0	1
CC(C)(C)NC(=O)CSC(=Nc1ccccc1F)NC#N	-5	2	-8	10	9	-1	-0.4	0	0	12
NNC(=O)c1csc(COc2cc(Cl)cc(Cl)c2)n1	9	-2	6	1	-1	.	-2.8	2	-2	-11
CCOc1cc(C(=O)NCCOC)ccc1OC	-7	1	1	-4	1	-1	1.3	7	1	-3
COc1ccc(NC(=O)/C(=C\c2cc(OC)c(OC)cc2[N+](=O)[O-])NC(=O)c2ccccc2)cc1	8	1	-2	5	-1	0	-1.3	0	2	-7
O=c1c2ccccc2nnn1CSc1nnc(-c2ccc3c(c2)OCO3)o1	-6	2	3	3	2	-5	1.1	3	7	-2
Cc1cc(C)n(C(C)CNS(=O)(=O)c2ccc(Cl)cc2)n1 (configuration not stated)	-5	2	-4	-1	5	1	-1.3	5	-21	-4
COc1cccc(N(CC(=O)NCCSc2ccccn2)S(=O)(=O)c2ccccc2)c1	0	1	-4	-3	-5	1	-0.8	2	0	-12
O=C(c1ccco1)N1CCC2CC1c1c(Cl)cccc12 (configuration not stated)	-7	4	0	-1	-2	-2	-1.4	-2	6	7
Cc1cccc(NC(=O)Nc2nc3ncccn3c2-c2ccccc2)c1	.	-1	-2	0	-1	.	.	3	3	6
O=S(=O)(Nc1ccc(Cl)cc1)c1cccc2nsnc12	4	4	-6	3	-1	-7	-1.7	0	-9	-6
Nc1nc(-c2ccccc2)c(-c2ccc([N+](=O)[O-])cc2)s1	1	2	1	3	-3	3	-1.0	0	7	-9
O=C(CN1CCCN(S(=O)(=O)c2ccc(F)cc2)CC1)Nc1cccc(F)c1	7	1	-4	-3	1	-12	-1.5	1	0	0
Cc1ccn2cc(CCNS(=O)(=O)c3ccc4c(c3)CCCC4)nc2c1	7	2	11	1	-2	-9	-1.8	3	-1	5

Compound profiles (already shown). Order of screens: TCR CD3 inh	LEDGF integ inh	SIAE inh	rCAG binder	PRMT1 FP inh	HTRA1 inhibitor	PG9 binder	NR1D1 modulator	ABHD4 inh	TDP2 absorb
Listed for Cc1ccn2cc(CCNS(=O)(=O)c3ccc4c(c3)CCCC4)nc2c1 = 7	2	11	1	-2	-9	-1.8	3	-1	5
Listed for CC12CN(C(=O)c3ccc(Cl)cc3)C3(C#N)CC1CCC23C (configuration not stated) = -9	-7	-6	-2	7	3	1.0	3	-9	-8
Listed for O=C(Nc1ccc(O)cc1)C1CCCO1 (configuration not stated) = 2	-1	-5	1	-3	-4	1.4	0	7	-5

Source: PubChem

Some of the compounds tested (hit frequency here may not be typical).
